RmlCD inh 1536: inhibitors of Mycobacterium tuberculosis RmlC and RmlD coupled enzymes; RmlC+RmlD coupled enzyme assay, percent inhibition; primary screen in compound mixtures; inhibition, % at 3.6 µM; 160,000 compounds, 0.03% hits; AID 1533; in the data active = inhibition mostly above about 34%, no sharp cut-off; also: some results filed as inactive read as strong as hits
Target sequence (P9WH09 whole entry, looked up): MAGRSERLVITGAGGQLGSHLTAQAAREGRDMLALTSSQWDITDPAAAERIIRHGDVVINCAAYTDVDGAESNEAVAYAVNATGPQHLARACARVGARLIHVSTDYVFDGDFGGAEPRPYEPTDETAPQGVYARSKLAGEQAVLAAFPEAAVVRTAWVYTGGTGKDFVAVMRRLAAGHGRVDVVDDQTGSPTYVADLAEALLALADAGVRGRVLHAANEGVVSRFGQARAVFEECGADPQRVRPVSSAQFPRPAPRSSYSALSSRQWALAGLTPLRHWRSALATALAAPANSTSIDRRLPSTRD
Target sequence (P9WH11 whole entry, looked up): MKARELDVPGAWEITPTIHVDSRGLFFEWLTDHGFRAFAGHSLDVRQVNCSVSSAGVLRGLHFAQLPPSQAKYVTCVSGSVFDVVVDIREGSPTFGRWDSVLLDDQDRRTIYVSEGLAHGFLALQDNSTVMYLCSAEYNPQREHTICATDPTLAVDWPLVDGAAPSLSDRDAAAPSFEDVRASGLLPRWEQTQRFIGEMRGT
M. tuberculosis GlmU: inhibition of mycobacterial GlmU enzyme – biochemical, glucosamine-1-phosphate acetyltransferase (AID 1376) | 220,000 compounds, 0.25% hits | M. tuberculosis GlmU acetyltransferase enzyme assay; higher % means a stronger effect | inhibition, %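 (tested at 30 µM in the primary screen)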; hits with a dose series show IC50 in µM; in the data active = inhibition above about 13%;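 also: 0% = complete reaction with vehicle and 100% = reaction without substrate; strong numbers were not always called active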
The depositor's hits bear a star; . = not tested or not shown.

The opening 4 entries as a preview:
SMILES	RmlCD inh 1536	M. tuberculosis GlmU
CCCCCC(=O)Nc1c(-c2ccc(OC)cc2)c(=O)c2ccccc2n1C	-11	0.5%
CN(C)c1ccc(Nc2nc(-c3cccnc3)cs2)cc1	.	-2.2%
O=[N+]([O-])c1cc(-c2nc(-c3ccncc3)no2)cc([N+](=O)[O-])c1	.	-0.2%
CCN(CC)C(=O)Cn1cc(C(=O)C(=O)NCc2cccs2)c2ccccc21	-2	.

Main list, repeating the preview:
SMILES	RmlCD inh 1536	M. tuberculosis GlmU
CCCCCC(=O)Nc1c(-c2ccc(OC)cc2)c(=O)c2ccccc2n1C	-11	0.5%
CN(C)c1ccc(Nc2nc(-c3cccnc3)cs2)cc1	.	-2.2%
O=[N+]([O-])c1cc(-c2nc(-c3ccncc3)no2)cc([N+](=O)[O-])c1	.	-0.2%
CCN(CC)C(=O)Cn1cc(C(=O)C(=O)NCc2cccs2)c2ccccc21	-2	.
Cc1cc(Cl)ccc1OCC(=O)N1CC(C)CC(C)C1 (stereo not drawn)	9	0.7%
Cc1nc2ccc(C(=O)N3CCSCC3)cc2s1	5	6.0%
Cc1c(NC(=O)NCc2ccccc2)c(=O)n(-c2ccccc2)n1C	.	0.9%
COc1cc(OC)c(-c2c3cc(O)c(=O)cc-3oc3cc(O)c(O)cc23)cc1OC	-6	8.0%
COC(OC)c1ccc(C#N)c(SCc2ccccc2)n1	66	0.1%
O=C(c1ccc(-c2nc3ccccc3s2)s1)N1CCOCC1	9	-0.5%
Cc1noc(C)c1S(=O)(=O)N1CCCC(C(=O)N2CCc3ccccc3C2)C1 (stereo not drawn)	.	3.0%
C/C(=N\NC(=O)c1ccc(N(C)C)cc1)c1ccc(C)cc1C	9	1.6%
O=C(COc1ccc(Cl)cc1Cl)Nc1ccc(CN2CCCCC2)cc1	-9	-2.8%
Cc1ccc(Cn2c(N3CCCCCC3)nc3c2c(=O)[nH]c(=O)n3C)cc1	.	0.1%
Cc1cc(Cl)ccc1NNC(=O)c1cccs1	5	-7.6%
COc1ccc2c(c1OC)C(=O)O[C@@H]2[C@H]1c2c(cc3c(c2OC)OCO3)CCN1C	0	0.7%
COc1ccc(NC(=O)c2ccccc2N(Cc2ccccc2)S(C)(=O)=O)cc1OC	10	11%
Cn1nccc1C(=O)Nc1sc2c(c1C(N)=O)CCCC2	2	-0.8%
Cc1cc(Br)cc(Cl)c1OCC(=O)NC(=O)NCc1ccccc1	-1	-1.5%
CCN(CC(=O)NCc1cccs1)c1ccc(S(=O)(=O)N2CCN(C)CC2)cn1	.	-4.0%
COc1c(OC2OC(C(=O)O)C(O)C(O)C2O)cc(O)c2c(=O)cc(-c3ccccc3)oc12 (stereo not drawn)	.	3.4%
O=C(O)c1ccccc1N/C=C\[N+](=O)[O-]	6	4.6%
Cc1cc(NC(=O)Cn2cc(C(F)(F)F)cc(Cl)c2=O)no1	.	-1.1%
CN(C)CCOC(=O)NC12CC3CC(CC(C3)C1)C2	4	4.1%
CCOC(=O)c1cc(C)nn1-c1nc(Cl)cc(OC)n1	5	3.7%
CC(C)(C)NC(=O)Cn1c(=O)c(=O)n(Cc2ccccc2)c2ccc(Cl)cc21	3	1.2%
CC1(C)CC(=O)C(C=Nc2cccnc2/N=C/C2=C(O)CC(C)(C)CC2=O)=C(O)C1	1	0.4%
COC(=O)c1ccc(OC(=O)c2ccc(OCc3c(C)noc3C)c(OC)c2)cc1	.	1.5%
Clc1cccc(-c2csc(Nc3cccnc3)n2)c1	13	-3.6%
CC(=O)c1cccc(NC(=O)Nc2cccs2)c1	.	-3.6%
CCC(Oc1ccccc1)C(=O)Nc1nc2c(s1)C(=O)CC(C)(C)C2 (stereo not drawn)	27	3.8%
COc1ccc(-c2nc(-c3ccc(O)cc3O)cs2)cc1OC	-10	-4.4%
COc1ccc(OC(C)C(=O)N2CCc3ccccc3C2)cc1 (stereo not drawn)	.	0.2%
COc1ccc(Cl)cc1NC(=S)Nc1ccccc1C	-8	3.6%
CC(C(=O)N1CCCCC1)N(C)CC(=O)Nc1ccc(Cl)cc1 (stereo not drawn)	19	2.0%
Cc1cc(C)c(C(=O)CN2C(=O)NC3(CCCCC3)C2=O)cc1C	-1	1.8%
COC(=O)c1cc2n(n1)CCN(Cc1cccc(OC)c1)C2=O	7	-1.3%
COc1ccccc1N1CCN(CC(O)COc2ccc(S(=O)(=O)N3CCOCC3)cc2)CC1 (stereo not drawn)	7	2.7%
Cc1nn(C)c(C)c1S(=O)(=O)N1CCCC(C(=O)NC2CCCCCC2)C1 (stereo not drawn)	-5	-1.8%
CC(C)(C)c1[nH]nc2c1C(c1ccccc1OC(=O)N1CCOCC1)C(C#N)=C(N)O2 (stereo not drawn)	13	5.5%
CCCNC(=S)N1CCCC(c2nc3ccccc3[nH]2)C1 (stereo not drawn)	.	-5.3%
N=C1/C(=C/c2cccn2CCOc2ccccc2)C(=O)N=C2SC=C(c3ccccc3)N12	-13	2.7%
COc1ccc(CCN2C(=O)c3cccc4c(C(=O)N5CCCCC5)ccc(c34)C2=O)cc1OC	-8	5.4%
CC1CCN(C(=O)/C(=C\c2cccs2)NC(=O)c2ccccc2)CC1	-12	-3.8%
CCCC(C)NC(=O)c1ccc(C2SCC(=O)N2Cc2ccco2)cc1 (stereo not drawn)	.	2.2%
Cc1ccc(NC(=O)NC(=O)N(C2CCCCC2)S(=O)(=O)c2ccccc2)cc1	3	1.7%
O=C(Cc1ncc(C(F)(F)F)cc1Cl)NCc1ccco1	-42	-4.3%
C=CCSc1nc(N2CCOCC2)c2c(c1C#N)CC(C)(C)N(C)C2	11	2.5%
O=C1CC(N2CCN(c3ccccc3F)CC2)C(=O)N1c1ccc2c(c1)OCCO2 (stereo not drawn)	-9	3.8%
O=C1c2ccccc2C(=O)N1CCSc1nnc(-c2ccco2)n1Cc1ccccc1	.	7.2%
O=[N+]([O-])c1cccnc1N/N=C/c1ccccc1O	5	6.2%
CCOC(=O)c1ccc(N/C=C2/CCCC(C)C2=O)cc1 (stereo not drawn)	-6	2.6%
CC(=O)Nc1ccc(C2=NN(CC#N)C(=O)SC2)cc1	-1	-2.4%
CCc1ccc(C2CC(=O)NC(SCC(=O)OC(C)C)=C2C#N)cc1 (stereo not drawn)	6	8.2%
O=S(=O)(c1cccc(-c2nnc3n2CCCCC3)c1)N1CCCC1	6	4.2%
CCOC(=O)N1CCN(C(=O)c2cc(C)no2)CC1	-8	.
CCOC(=O)Nc1ccc(S(=O)(=O)NC2CCCCC2)cc1	-11	4.7%
NC(=O)COC(=O)CCCc1nc2ccccc2s1	-15	1.0%
COc1ccc(/C=C(\NC(=O)c2ccccc2)C(=O)OC[C@@H]2CCC[N+]3(C)CCCCC23)cc1OC (stereo partly drawn)	6	-1.2%
COC(=O)Cn1cnc2sc(C)c(S(=O)(=O)N3CCC(C)CC3)c2c1=O	.	-1.2%

Given field by field: three of the compounds above.
> C=CCSc1nc(N2CCOCC2)c2c(c1C#N)CC(C)(C)N(C)C2
  RmlCD inh 1536 = 11 | M. tuberculosis GlmU = 2.5%
> O=C1CC(N2CCN(c3ccccc3F)CC2)C(=O)N1c1ccc2c(c1)OCCO2 (stereo not drawn)
  RmlCD inh 1536 = -9 | M. tuberculosis GlmU = 3.8%
> O=C1c2ccccc2C(=O)N1CCSc1nnc(-c2ccco2)n1Cc1ccccc1
  RmlCD inh 1536 = . | M. tuberculosis GlmU = 7.2%

The list goes on.
SMILES	RmlCD inh 1536	M. tuberculosis GlmU
O=C1CC(=O)C(n2cncn2)C(c2ccc(Cl)cc2)C1 (stereo not drawn)	-7	0.1%
COc1ccc(C2=CSC3=NNC4(CCCCC4)NN23)cc1	-8	4.7%
COCCn1c(SCC(=O)Nc2cc(C)on2)nnc1-c1c[nH]c2ccccc12	-8	-1.2%
COc1ccccc1N(C)S(=O)(=O)c1ccc(C(=O)Nc2nc(C)cs2)cc1	46	3.5%
CC1=C(C(=O)NCc2ccccn2)C2(CCC(C)CC2)OC1=O (stereo not drawn)	7	7.9%
CC(C)=CC(=O)OCC(=O)Nc1ccc(Cl)cn1	-1	-2.5%
N=C1S/C(=C\c2ccco2)C(=O)N1c1ccc2c(c1)OCO2	1	5.1%
CC(=O)Cn1ncc(Br)c(Br)c1=O	0	-2.3%
Oc1c(C=C2N=c3ccccc3=N2)sc(=S)n1-c1ccccc1	.	1.7%
CC(NS(C)(=O)=O)C(c1cccs1)N1CCN(c2ccccc2F)CC1 (stereo not drawn)	.	-3.8%
Cc1ccc(C(=S)N2CCN(Cc3ccccc3)CC2)s1	-2	0.7%
Cc1nn(C(=O)N2CCOCC2)c(C)c1CN1C(=O)c2ccccc2C1=O	.	-1.1%
Cc1ccc(S(=O)c2ccc(C)cc2)cc1	.	5.3%
CC(C)c1ccc(CNc2ccc(N3CCOCC3)cc2)cc1	.	2.8%
O=C(NC1CCN(Cc2ccccc2)CC1)C1CCN(S(=O)(=O)c2cccc3cccnc23)CC1	.	-0.3%
O=C(NCCCNC(=O)c1ccccn1)c1ccccn1	-7	1.0%
COc1cc(NC(=O)c2ccc(CNc3c(N4CCOCC4)c(=O)c3=O)cc2)cc(OC)c1	-8	0.2%
O=C(c1cccnc1)n1nc(-c2ccco2)nc1NCc1cccs1	-9	1.9%
Cc1cc(C)n2nc(SCC(=O)N(C)c3ccccc3)nc2n1	.	3.0%
Cc1ccc(NC(=O)COC(=O)COc2ccc(Cl)cc2C)c([N+](=O)[O-])c1	.	1.4%
O=c1[nH][nH]c(=S)n1-c1ccccc1C(F)(F)F	-8	5.6%
CC(C)(C)C1CCC(=NNC(=O)CN(c2ccccc2)S(C)(=O)=O)CC1 (stereo not drawn)	4	4.2%
COc1ccc(-c2nc(C(N)=O)c3[nH]c(=O)n(-c4cccc(Cl)c4)c3n2)cc1OC	10	.
CCCC(=O)Nc1cc(-c2nn(C)c(=O)c3ccccc23)ccc1N1CCOCC1	10	3.0%
COc1ccc(-n2c3c(c(=O)[nH]c2=O)C(NC(C)=O)(C(F)(F)F)C(=O)N3)cc1 (stereo not drawn)	-8	3.5%
Cn1cccc1C(=O)C(=O)Nc1cccc(Cl)c1Cl	1	0.3%
CCOC(=O)Cc1csc(NC(=O)c2ccc(C)o2)n1	.	3.5%
CCc1nc2sc3ccccc3c(=O)c2c(=O)n1CCOC	9	2.1%
O=C(NCC1(c2ccccc2)CCCC1)c1ccc(Br)o1	10	-0.6%
O=S(=O)(c1ccccc1F)N1CCN(c2nc3ccccc3s2)CC1	2	-9.8%
O=C(CN1CCN(Cc2ccccc2)CC1)N1CCCc2c1c(=O)oc1ccc(O)cc21	10	.
CN(C)S(=O)(=O)N1CCN(S(=O)(=O)N2CCOCC2)CC1	-15	3.8%
Cc1cc(NS(=O)(=O)c2ccc(NC(=O)C(C)Oc3ccc4c(C)cc(=O)oc4c3)cc2)no1 (stereo not drawn)	-6	2.4%
CCOC(=O)c1ccccc1NC(=O)c1cn(-c2ccc(C)c(C)c2)c(=O)c2ccccc12	-10	0.2%
Cn1c(=O)cc(SCC(=O)NCCCN2CCOCC2)c2ccccc21	10	-3.6%
COc1ccc(N2CC(O)=C(c3nc4ccccc4s3)C2=N)c(OC)c1	.	-2.9%
CCn1c2ccccc2n2c(=O)c(=O)n(CC(=O)N3CCN(c4ccccc4OC)CC3)nc12	2	-4.3%
CC(=O)/C(=C/N(C)C)C(=O)Nc1ccc(Cl)cc1Cl	-15	-2.9%
CCOc1ccccc1OCCOc1ccccc1OC(C)C	10	-11%
Cc1ccc(CNC(=O)CCc2ccccc2)cc1	.	1.8%
COCCCNC(=O)C1CCCN(S(=O)(=O)c2ccc(C)cc2)C1 (stereo not drawn)	.	-4.0%
CCCc1nn(C)c(C(=O)Nc2cccc(C)c2)c1Cl	.	-7.8%
O=C(C1CCC(CNc2c(N3CCCC3)c(=O)c2=O)CC1)N1CCc2ccccc21 (stereo not drawn)	7	2.5%
Cc1onc(-c2ccccc2)c1C(=O)NCC1CCN(C(=O)c2c(-c3ccccc3)noc2C)CC1	1	-3.8%
CC(C)(C)NC(=O)N1CCCC(C(=O)c2cccc(Cl)c2)C1 (stereo not drawn)	3	1.6%
CN(C(=O)COC(=O)c1ccc2c(c1)OCO2)C1CCS(=O)(=O)C1 (stereo not drawn)	5	8.7%
CC(=O)C1=C(C)NC(SCSc2ccccc2)=C(C#N)C1c1cccnc1 (stereo not drawn)	10	6.4%
O=C(Nc1ccsc1C(=O)N1CCCC1)c1ccccc1	-11	8.3%
Cc1cc(C)n(-c2ccc(Cl)c(C(=O)Nc3ccc(-c4nnc5n4CCCCC5)cc3)n2)n1	7	3.2%
CCOC(=O)c1[nH]c(C)c(C(=O)OCC(=O)NC2CCS(=O)(=O)C2)c1C (stereo not drawn)	8	.
CCC(=O)c1ccc(OCc2ccc(C#N)cc2)cc1	.	-0.5%
S=C(Nc1cccc2ccccc12)N1CCN(c2ncccn2)CC1	3	3.1%
Cc1ccc(C)n1-c1ccc(C(=O)O)cc1	.	11%
N#Cc1cc(Oc2cccc3cccnc23)c(-n2nnc3ccccc32)cc1C#N	8	4.0%
CN(C)CCNC(=O)c1cccn(Cc2cccc(C(F)(F)F)c2)c1=O	-1	-0.8%

Compound activity (PubChem)

An excerpt. The share of hits here may be higher or lower than overall.
